# Lipid droplet: modulators of hepatic lipid droplet formation; AML12 mouse hepatocytes, oleate lipid droplets, BODIPY imaging; inhibition, % at 6.5 µM; 240,000 compounds, 0.4% hits; AID 1656;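 active = lipid droplet intensity inhibited by at least 50%, with more than 500 cells counted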
#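 Assay system: AML12 mouse liver cells | Compound dosing: One dose, 6.5 µM compound | Read-out basis: Droplet intensity reduction, % inhibition | Measured by: Fluorescence imaging, 20x objective, two fields per well | Schedule: Overnight treatment with compound plus oleate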
# T cell HTS: T cell immune modulation candidate; 2C CD8+ T cell-vesicle binding, flow cytometry; stronger effect = lower value; calls only at 7 µM; 330,000 compounds, 0.068% hits;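 active = response, share of CD8 T cells binding vesicles, and their 90th percentile fluorescence all below set limits, cut at about 80% in these data, passing the limit was not always enough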
#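 System: murine 2C transgenic CD8+ T lymphocytes; also added: QL9-loaded Drosophila micro-vesicles; times: binding 1.5 h at 37 °C; measured by: flow cytometry, PE anti-B7-1 (FL2) versus Alexa647 anti-CD8 (FL8), PFA-fixed; control set: Peptide-free naked vesicles (low) and QL9 vesicles with 0.7% DMSO vehicle (high)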
# Lipid droplet cells 6.5 µM: second read-out of Lipid droplet, no call of its own (marks repeat the call); cell count; measured here: cell count, cytotoxicity flag;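 cells counted across two imaged fields per well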
# T cell HTS vesicle-bound %: also measured in T cell HTS; calls as there; double positive events, %; measured here: CD8+ vesicle-bound cell fraction;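 binding gate set so that unloaded-vesicle control wells show 10% double positive cells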
# Active calls of the source: *; i = inactive. A portion of the library (hit frequency here may not be typical).
SMILES,Lipid droplet,Lipid droplet cells 6.5 µM,T cell HTS,T cell HTS vesicle-bound %
Fc1ccccc1N1CCN(C2CCCN(Cc3cccc(C(F)(F)F)c3)C2)CC1 (stereo unspecified),-6,809,i,59
COc1ccc(OCC(O)CN(C)C(=O)C(C)Oc2ccccc2)cc1 (stereo unspecified),-6,798,i,59
Cc1ccc2oc(C(=O)N(C)Cc3cnccn3)c(C)c2c1,10,891,i,40
Cc1[nH]c2ccccc2c1-c1nc2ccccc2[nH]c1=O,2,759,i,40
Cc1ccc2c(=O)cc(C(=O)NCCc3ccc(S(N)(=O)=O)cc3)oc2c1,11,410,i,65
COCCNC(=O)C1(S(=O)(=O)c2ccccc2)CC=CC1,6,792,i,25
CC(OC(=O)c1ccc(Cl)c(S(=O)(=O)N2CCOCC2)c1)C(=O)NC1CCCCC1C (stereo unspecified),-8,679,i,56
COc1cc(NC(=O)c2sc(C)nc2C)c(OC)cc1NC(=O)c1ccccc1,-14,841,i,23
Cc1cccc(N(C(=O)c2snc(C(N)=O)c2N)C(C(=O)NC2CCCC2)c2ccncc2)c1 (stereo unspecified),20,859,i,42
COc1cc([N+](=O)[O-])ccc1NC(=O)NCc1cccnc1,-2,650,i,60
CCOc1ccccc1NC(=O)Cn1nnc(C(=O)NCc2ccc3c(c2)OCO3)c1N,1,664,i,10
COC(=O)c1ccc(Cn2nc(-c3ccc(C)cc3)ccc2=O)cc1,-6,829,i,25
COc1cccc(/C=N/NC(=O)C(=O)N2CCCCCC2)c1O,-2,731,i,24
O=C(Nc1ccc(N2CCN(C(=O)c3ccc(Cl)cc3)CC2)cc1)c1cccs1,10,695,i,70
CC(CN1CCC(O)CC1)c1ccccc1 (stereo unspecified),6,807,i,57
CCOC(=O)C1CCCN(S(=O)(=O)c2ccc3c(c2)N(C(C)=O)CCO3)C1 (stereo unspecified),-1,777,i,10
CCCCNc1ncnc2c1nnn2Cc1ccccc1Cl,-5,752,i,48
COC(=O)c1c(C(=O)OC)c2ccccn2c1C(=O)c1ccccc1,9,845,i,48
CC(=O)NCCc1nc2cc(NC(=O)c3ccc(Cl)cc3)ccc2n1C,-25,734,i,29
CCOC(=O)N1CCN(C(=O)c2ccc3c(c2)N(C)C(=O)/C(=C\c2ccc(OCC)c(OC)c2)S3)CC1,-22,648,i,6
O=C(Nc1ccccc1[N+](=O)[O-])c1cc(S(=O)(=O)Nc2ccccn2)ccc1Cl,-31,797,i,31
O=C(Nc1sc2c(c1C(=O)O)CCC2)c1ccccc1Cl,0,852,i,31
O=C(c1cc(C2CC2)on1)N1CCCC(N2CCN(c3ccc(F)cc3)CC2)C1 (stereo unspecified),13,697,i,29
CC1CCC(NC(=O)CCC(=O)N2CC(C)Oc3ccccc32)CC1 (stereo unspecified),-9,782,i,51
CNc1nc(-c2ccccc2)cc(-c2ccccc2)n1,6,811,i,59
CCc1cc(C(=O)OC)c(NC(=O)CN2CCN(C(=O)c3ccco3)CC2)s1,8,859,i,58
O=C(CSc1nncn1-c1cccnc1)Nc1ccccc1C(F)(F)F,8,391,i,7
CN1CCc2c(sc(NC(=O)c3ccc(S(=O)(=O)N4CCCCCC4)cc3)c2C(N)=O)C1,9,820,i,6
CCc1ccccc1NC(=O)c1cnn(-c2ccccc2)c1C,-3,808,i,56
COc1cccc(CNC(=O)C2CCN(S(=O)(=O)c3ccc(C)cc3)CC2)c1,14,832,i,19
O=C(CNS(=O)(=O)c1cccc(Br)c1)NCC1CCCCC1,14,827,i,22
Cc1ccnc(NC(=O)c2cccc(S(=O)(=O)N3CCCC3)c2)c1,37,668,i,25
O=C(N/N=C/c1sc(=O)n(Cc2ccc(Br)cc2)c1Cl)c1ccco1,-3,741,i,30
O=C(CSc1ncn[nH]1)N/N=C/c1ccc(C(F)(F)F)cc1,-2,675,i,17
COc1ccc(-n2nc(C(=O)NCC(=O)N3CCCC(C)C3)c3ccccc3c2=O)cc1 (stereo unspecified),-3,811,i,52
CC(C)C(=O)Nc1cccc(NC(=S)NC(=O)c2cccs2)c1,-9,693,i,9
O=C(COc1ccc(Cl)cc1)Nc1ccc2oc(=O)ccc2c1,-3,772,i,26
CC(=O)Nc1nc(C)c(-c2nc3ccc([N+](=O)[O-])cc3[nH]2)s1,11,787,i,34
O=C(c1cccc(Cl)c1)N1CCC(N2CCC(C(=O)N3CCCC3)CC2)CC1,-1,612,i,3
CCOc1ccc(CNC(=O)c2ccc(NC(=O)C3=CSCCO3)cc2)cc1,0,698,i,11

# In another format: entries from further up.
# Below each SMILES: Lipid droplet | Lipid droplet cells 6.5 µM | T cell HTS | T cell HTS vesicle-bound %
COc1cc(NC(=O)c2sc(C)nc2C)c(OC)cc1NC(=O)c1ccccc1
    -14 | 841 | i | 23
CC1CCC(NC(=O)CCC(=O)N2CC(C)Oc3ccccc32)CC1 (stereo unspecified)
    -9 | 782 | i | 51

# (next part)
SMILES,Lipid droplet,Lipid droplet cells 6.5 µM,T cell HTS,T cell HTS vesicle-bound %
CCOC(=O)[C@@H]1[C@H]2COc3cc(OC)ccc3[C@@H]2N2C(=O)N(c3ccc(Br)cc3)C(=O)[C@@]12C,5,825,i,16
CC(=O)C12CCCCC1CC1C3CC(C)C4(O)CC(=O)CCC4(C)C3CCC12C (stereo unspecified),9,679,i,42
COc1ccc(S(=O)(=O)c2c(O)c3ccc(C(=O)Nc4ccccc4)cc3[nH]c2=O)cc1,4,750,i,10
CC(C)(C)c1cc(CCC(=O)NCC2CCCO2)cc(C(C)(C)C)c1O (stereo unspecified),-2,673,i,68
COc1ccc(Cl)cc1NC(=O)C1CCCN(c2ncnc3c2nc2n3CCCCC2)C1 (stereo unspecified),-1,672,i,11
COc1ccc(C(O)(CCN2CCCCC2)C2CCCCC2)cc1 (stereo unspecified),10,816,i,13
O=C(CCCNC(=O)c1ccc(Cl)cc1)Nc1ccccc1F,4,713,i,33
COc1ccc(OC)c(NC(=O)CN(C)CCOc2ccc(Br)cc2)c1,13,872,i,22
CC(=O)N1CCOc2ccc(S(=O)(=O)Nc3ncccc3C)cc21,-15,718,i,10
COc1ccc(CCNC(=O)C(=O)NCC2OCCN2S(=O)(=O)c2ccccc2)cc1 (stereo unspecified),2,780,i,35
Cc1ccc2c(c1)N(C(=O)CCC(=O)NCc1cccc(Cl)c1)CC(C)O2 (stereo unspecified),-1,814,i,34
O=C(O)c1cccc(S(=O)(=O)N2CCN(c3ccccn3)CC2)c1,2,810,i,56
CCOc1ccc(S(=O)(=O)N2CCCC(C(=O)N3CCOCC3)C2)cc1C (stereo unspecified),-2,864,i,9
CCOC(=O)COc1cc(OCC(=O)OCC)c2c3c(c(=O)oc2c1)CCCC3,3,853,i,18
O=C(CCN1C(=O)/C(=C/c2ccccc2F)SC1=S)Nc1cccnc1,-2,822,i,64
CCc1nn(CC(=O)NC(C)CCc2ccccc2)c(=O)c2cc3occc3n12 (stereo unspecified),10,701,i,26
Cc1nc(NCCc2ccccc2)sc1C(=O)O,-2,835,i,21
COc1ccc(NS(=O)(=O)c2ccc3c(c2)CCN3C(=O)CCC(=O)O)cc1OC,-10,386,i,24
O=C1c2cccnc2C(=O)N1Cc1ccc(S(=O)(=O)N2CCN(c3ccc(Cl)cc3)CC2)cc1,-1,748,i,49
O=C(NCCCc1ccccc1)c1ccc(CS(=O)Cc2ccccc2Cl)o1 (stereo unspecified),3,706,i,26

# A draw from above in order of formula weight, lowest first.
SMILES,Lipid droplet,Lipid droplet cells 6.5 µM,T cell HTS,T cell HTS vesicle-bound %
COc1ccc(C(O)(CCN2CCCCC2)C2CCCCC2)cc1 (stereo unspecified),10,816,i,13
CC(=O)N1CCOc2ccc(S(=O)(=O)Nc3ncccc3C)cc21,-15,718,i,10
O=C(CCN1C(=O)/C(=C/c2ccccc2F)SC1=S)Nc1cccnc1,-2,822,i,64
CC(=O)C12CCCCC1CC1C3CC(C)C4(O)CC(=O)CCC4(C)C3CCC12C (stereo unspecified),9,679,i,42
COc1ccc(CCNC(=O)C(=O)NCC2OCCN2S(=O)(=O)c2ccccc2)cc1 (stereo unspecified),2,780,i,35
COc1ccc(Cl)cc1NC(=O)C1CCCN(c2ncnc3c2nc2n3CCCCC2)C1 (stereo unspecified),-1,672,i,11

# Next compounds:
SMILES,Lipid droplet,Lipid droplet cells 6.5 µM,T cell HTS,T cell HTS vesicle-bound %
CC(=O)NCCC(=O)Nc1nc2c(ccc3ccccc32)s1,3,799,i,27
COc1ccc(OC)c(NC(=O)CCNS(=O)(=O)c2cccc3nsnc23)c1,38,835,i,23
COCc1nnc(NC(=O)c2c(-c3c(Cl)cccc3Cl)noc2C)s1,2,735,i,19
Cc1cc2cc(C#N)c(SCC(=O)Nc3nonc3C)nc2cc1C,-3,794,i,12
CCOC(=O)C1=C(C)N=c2s/c(=C\c3cccc(OCC(=O)O)c3)c(=O)n2C1c1ccccc1 (stereo unspecified),-8,791,i,60
CCCCN(CC)CCCNC(=O)c1cn(C)c(=O)c2c1c1ccccc1n2C,4,829,i,26
O=C(Nc1ccc(F)cc1)C1CC2CCC1C2 (stereo unspecified),2,878,i,28
CCCOC1CCCN(C(=O)c2ccc(OC3CCN(Cc4ccccn4)CC3)cc2)C1 (stereo unspecified),-3,836,i,7
COc1ccc(C(=O)NCCCSc2ccccc2)cc1F,-2,812,i,24
Cc1ccc(CN(CC(=O)NCc2ccccn2)S(=O)(=O)c2ccccc2)cc1,1,828,i,7
CCS(=O)(=O)N1Cc2ccccc2CC1C(=O)Nc1cccc(S(=O)(=O)N(C)C)c1 (stereo unspecified),-8,880,i,21
O=C(Nc1ccc(-c2cscn2)cc1)C1CCCN(Cc2ccccc2)C1 (stereo unspecified),-23,617,i,36
O=C(COc1ccccc1)N=C1SC2CS(=O)(=O)CC2N1c1ccccc1 (stereo unspecified),-4,750,i,28
CCOc1cc(/C=N/Nc2ncc(C)c(=O)[nH]2)ccc1O,11,900,i,22
COc1ccc(/C=C2\N=C(C)OC2=O)cc1OC(C)=O,-6,795,i,44
CC(C)=CCN1CCC(n2nccc2NC(=O)c2ccccc2Cl)CC1,-22,658,i,68
COc1ccc(NC(=O)[C@H](C)NC(=O)[C@@H]2Cc3ccccc3CN2C(=O)OC(C)(C)C)cc1,55*,701*,i,12
CN(CCOc1ccccc1Cl)Cc1ccccc1,-16,763,i,30
CNC(=O)c1sc(Nc2ccc(OCc3ccccc3)cc2)nc1C,-2,777,i,42
COC(=O)c1ccccc1SCC(=O)Nc1ccc(N2CCOCC2)cc1,3,864,i,38
COc1ccc(C(=O)NNC(=O)CCC(=O)Nc2ccc(C)cc2C)cc1,-22,706,i,20
COc1cccc(CNC(=O)c2cccnc2Sc2ccc(Cl)cc2)c1,8,736,i,62
O=C1CC(c2ccc(Cl)cc2)CC(O)=C1C=NCCO (stereo unspecified),-4,791,i,46
CCC1CCCCN1CCCNC(=O)C1CC(=O)N(CCc2ccccc2)C1 (stereo unspecified),0,714,i,10
COc1ccc2c(c1)C(=O)C(=O)N2CC1COc2ccccc2O1 (stereo unspecified),-9,783,i,8
C/C(CC(=O)NCc1ccco1)=N\NC(=O)c1ccc(Cl)cc1Cl,-10,763,i,22
CCC(C)NC(=O)c1cc2c(=O)n3ccccc3nc2s1 (stereo unspecified),-5,812,i,14
CC(NC(=O)c1cc2c(=O)n3ccccc3nc2n(CC2CCCO2)c1=N)c1ccccc1 (stereo unspecified),-12,783,i,32
CCN(CC)CCCNC(=O)c1ccccc1NC(=O)C1=CSCCO1,-8,652,i,63
Cc1ccccc1CCNC(=O)CCn1nc(C)c2c(C)n(-c3ccccc3)nc2c1=O,-6,678,i,50
O=S(=O)(c1ccc(C(F)(F)F)cc1)N1CCN(CCc2ccccc2)CC1,0,787,i,29
O=C(N/N=C/c1ccccc1)C(=O)N/N=C/c1ccccc1,2,739,i,37
COc1cccc(-c2cc(C(=O)Nc3cccnc3)c3ccccc3n2)c1,-6,822,i,22
COc1ccc(N2CCN(C(=O)c3ccc(N4CCCCS4(=O)=O)cc3)CC2)cc1,-10,729,i,20
O=C(Cc1ccc([N+](=O)[O-])cc1)OCc1c(F)cccc1Cl,-8,821,i,28
O=C(CN1CCC(NC(=O)c2ccco2)CC1)Nc1ccccc1C(F)(F)F,-1,788,i,23
O=C(Nc1ccccc1F)c1oc2ccccc2c1NC(=O)C1CC1,-4,750,i,50
COc1cccc(OC)c1C(=O)N1CCN(Cc2cccnc2)CC1,-5,748,i,47
CC(C(=O)O)n1nc(-c2ccccc2)c2ccccc21 (stereo unspecified),18,867,i,56
COc1cccc(-c2noc(Cn3nc(C(=O)O)c4ccccc4c3=O)n2)c1,2,745,i,40
CC(C)(C)c1ccc(C(=O)Nc2ccc(C(=O)NCc3cccnc3)cc2)cc1,-34,713,i,10

# Molecules listed so far containing a tert-butyl group (3):
SMILES,Lipid droplet,Lipid droplet cells 6.5 µM,T cell HTS,T cell HTS vesicle-bound %
CC(C)(C)c1cc(CCC(=O)NCC2CCCO2)cc(C(C)(C)C)c1O (stereo unspecified),-2,673,i,68
COc1ccc(NC(=O)[C@H](C)NC(=O)[C@@H]2Cc3ccccc3CN2C(=O)OC(C)(C)C)cc1,55*,701*,i,12
CC(C)(C)c1ccc(C(=O)Nc2ccc(C(=O)NCc3cccnc3)cc2)cc1,-34,713,i,10

# Screens: PubChem, several laboratories
